Assay outcomes deposited in PubChem BioAssay by several laboratories.
NR2E3 ag-1: activates human photoreceptor nuclear receptor NR2E3; Q9Y5X4; AID 2300; inhibition of corepressor binding, % at 4.78 µM; GST-NR2E3/biotin-RetCOR TR-FRET, 1536-well; 0.12% of 320,000 active;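 active means percent inhibition above the cutoff of mean plus 3 SD of all tested compounds, set per screening campaign, cut at about 20% in these data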;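 further: 0% = DMSO wells and 100% = biotin wells as full block of FRET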
Target sequence (Q9Y5X4 whole entry, looked up): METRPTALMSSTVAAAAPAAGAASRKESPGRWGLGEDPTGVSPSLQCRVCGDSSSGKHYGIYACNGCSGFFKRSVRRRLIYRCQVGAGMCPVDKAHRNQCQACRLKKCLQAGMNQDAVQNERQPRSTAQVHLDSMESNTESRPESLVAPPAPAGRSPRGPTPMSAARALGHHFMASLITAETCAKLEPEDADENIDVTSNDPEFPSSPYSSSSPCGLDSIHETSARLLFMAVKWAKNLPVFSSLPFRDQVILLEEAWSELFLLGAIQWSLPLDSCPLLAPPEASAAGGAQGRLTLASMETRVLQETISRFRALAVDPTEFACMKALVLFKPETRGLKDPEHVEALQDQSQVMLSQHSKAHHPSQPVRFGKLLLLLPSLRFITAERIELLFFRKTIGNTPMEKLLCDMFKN
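Assay system: NR2E3–RetCOR corepressor complex. Quantity: 1.35 nM GST-NR2E3. Buffer or medium: pH 7.5 Tris-based buffer. Reagent: biotinylated RetCOR corepressor at 7 nM final. Schedule: 5 h at 4 °C. Detection: TR-FRET, emission read at 617 and 671 nm. Replicates: one well per compound, singlicate testing.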
aDG glyco act: increases alpha dystroglycan glycosylation; Pro5-aDG cells, alpha-DG glycosylation AlphaScreen (IIH6); 0% Pro5, 100% B10-LARGE cell signal; 0.22% of 360,000 active; AID 624168; activation, % at 10 µM;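 active means activation of at least 8% versus controls, or a plate z-score of at least 8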;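 further: Pro5 are CHO cells carrying HIG-tagged alpha-DG that lacks glycosylation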
TRPM1 prom inh: MITF TRPM1 promoter inhibition in SK-MEL-5 cells; SK-MEL-5 TRPM1 promoter luciferase, 24 h; inhibition, % at 12.5 µM; 0.83% of 330,000 active; AID 488899;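 active means mean inhibition across replicates of 60% or more, whatever share of single replicates reaches that level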; further: values of inactives mirror those of a sister screen read the other way
Shn3 inh set2: inhibitors of Schnurri-3 3'UTR reporter in osteoblasts; inhibition, % at 12.5 µM; 0.52% of 360,000 active; Clone20 osteoblast Shn3 3'UTR firefly luciferase, 24 h; AID 588674;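 active means mean inhibition of at least 75% with every replicate also reaching 75%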;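 further: 0% = median of neutral control wells and 100% = pilot-screen positive control compound; some compounds past the cut are filed as inactive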
NR2E3 ag-2: activates human NR2E3 receptor; CHO-S Gal4-NCOR/VP16-NR2E3 two-hybrid, luciferase; inhibition of corepressor binding, % at 3.98 µM; 0.35% of 360,000 active; AID 602229;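 active means inhibition above the mean of all tested compounds plus 3 SD, cut at about 70% in these data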;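 further: 0% = DMSO with NR2E3 transfected cells and 100% = cells lacking NR2E3 construct; higher means lower luciferase signal from less NR2E3 corepressor binding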
TWEAK-Fn14 inh: blocks TWEAK-Fn14 interaction in a reporter cell assay. TWEAK-stimulated Fn14 reporter cells, luciferase luminescence, 8 h. 2% of 360,000 active. inhibition, % at 10 µM. AID 1159606; in the data active means inhibition above about 50%
KKLEB cytotox: CF airway cell cytotoxicity counter-screen. KKLEB CF airway cells viability, ATPlite luminescence, overnight; stronger effect = lower value; cells stimulated with P. aeruginosa culture filtrate. activity change (cytotoxicity), % at 5 µM. 0.36% of 360,000 active. AID 602141;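 active means corrected activity change at or below -50% at 5 µM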
CF NFkB inh: cystic fibrosis NF-kB activation inhibition; KKLEB NF-kB-GFP reporter, PAF-induced, GFP fluorescence overnight; inhibition, % at 5 µM; 0.86% of 360,000 active;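 active means at least 50% inhibition at 5 µM, scaled per plate between neutral and stimulator controls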;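 further: PAF is a Pseudomonas aeruginosa culture filtrate used as stimulus; plate controls were PAF-stimulated DMSO wells for no effect and unstimulated DMSO wells for full effect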
iPSC survival up: enhancers of human iPSC single-cell survival; 0.044% of 360,000 active; hiPSC single-cell survival, ATPlite luminescence; 100% = ROCK inhibitor wells, 0% = DMSO; AID 602274; survival enhancement, % at 20 µM; in the data active means survival enhancement above about 18%;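 further: cells exposed to compounds for 16 hours before the ATP read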
Peg3 prom inh: Peg3 promoter activity inhibition. 1.7% of 360,000 active. HeLa PEG-Prom luciferase reporter, luminescence, overnight. inhibition, % at 20 µM;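 active means inhibition of at least 50% at 20 µM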
HIF-2a block: inhibitors of HIF-2a; 786-0 RCC cells HIF-2a reporter, luciferase luminescence, overnight; inhibition, % at 18.8 µM; 0.72% of 360,000 active; AID 624352;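 active means inhibition of the luminescence signal of 40% or more relative to plate controls, in a single-dose primary screen at 18.75 µM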
* hit, by the source's call; / = no result given.

SMILES	NR2E3 ag-1	aDG glyco act	TRPM1 prom inh	Shn3 inh set2	NR2E3 ag-2	TWEAK-Fn14 inh	KKLEB cytotox	CF NFkB inh	iPSC survival up	Peg3 prom inh	HIF-2a block
O=C(N1CCCCC1)N1CCN(S(=O)(=O)c2ccccc2)CC1	0	0.1	1	2	-5	-11	-14	17	-0.5	-21	-3
Cc1ccc(S(=O)(=O)NCCCNS(=O)(=O)c2ccc(C)cc2)cc1	6	-0.1	/	19	-1	15	6	4	0.3	6	-6
COc1ccc(OC)c(N(CC(=O)NCCSC2CCCCC2)S(=O)(=O)c2ccccc2)c1	2	0.1	8	-4	-23	14	-23	16	0.7	4	12
Cc1nc2sccn2c(=O)c1S(=O)(=O)N1CCN(c2cccc(Cl)c2)CC1	3	0.9	/	3	-15	-34	7	-8	0.5	12	12
COc1ccc(C(=O)N/N=C(\C)CC(=O)N2CCN(C=O)CC2)cc1	2	0.0	7	9	-12	7	8	-3	2.2	1	3
CCc1nc2ccccc2c(C(=O)OCc2nnc(-c3ccccc3)o2)c1C	-1	0.2	-6	8	12	-29	-13	12	0.6	-6	0
COc1cc(/C=C2/C(=N)N3N=C(CC(=O)N4CCOCC4)SC3=NC2=O)ccc1OC(C)c1ccccc1 (centres undefined)	0	-0.1	-12	8	-58	-19	-5	5	-0.2	-20	3
CCOC(=O)N1CN(C(=O)OCC)CN(C(=O)OCC)C1	4	0.0	-7	13	-20	2	-1	-21	0.8	9	19
O=C1NC2(Nc3ccccc31)C(=O)Nc1ccc(Br)cc12 (centres undefined)	7	0.2	3	3	-7	-20	-2	-35	-2.0	2	-9
CCNC(=O)n1nccc1C(C)Oc1ccccc1 (centres undefined)	0	0.1	-10	-3	-3	-3	11	5	-1.1	-1	-20
COc1ccc(NC(=O)CN2C(=O)COc3ccc(C)cc32)cc1	2	-0.2	8	8	22	7	15	-17	5.1	18	16
Cc1ccc(OC(=O)N(C)C[C@@H]2OCc3cn(nn3)CCCC(=O)N([C@H](C)CO)C[C@H]2C)cc1	/	-0.1	/	-25	-18	-16	-6	-4	-1.3	0	-3
O=C(NCCc1c[nH]c2ccccc12)C(=O)Nc1ccccc1	1	-0.1	-56	-18	-30	-19	-4	16	-2.2	-242	-253
COC(C[C@@H]1O[C@@H]1[C@@H](O)[C@H](C)OCc1ccccc1)OC	/	-0.1	10	-1	21	1	0	-4	6.9	-12	7
O=C1CC(C(=O)Nc2ccc(F)c(Cl)c2)N=C(N2CCCCC2)N1 (centres undefined)	3	-0.1	-3	2	-39	-5	8	-6	3.1	-29	-70
COc1ccc(OC)c(C2C3=C(CCCC3=O)Nc3c2c(=O)n(C)c(=O)n3C)c1 (centres undefined)	2	-0.2	8	-1	2	1	-7	2	-2.8	6	1
Cc1cc(C)nc(N2CCC(C(=O)NCc3cccc(C(F)(F)F)c3)CC2)n1	-3	0.0	4	2	0	-5	2	-3	-2.6	6	9
COC(=O)[C@H](CCSC)NC(=O)NCCc1ccccc1F	3	-0.3	-5	2	14	-19	-3	10	-0.3	1	-3
CCOC(=O)NC(=O)COC(=O)CNC(=O)c1ccc(OCC)c(OCC)c1	-3	0.0	2	0	-35	0	5	1	-0.5	17	7
COc1ccc(C2NC(=O)NC(C)=C2[N+](=O)[O-])cc1OC (centres undefined)	4	0.0	-4	10	8	0	-2	8	-0.3	13	4
CCSCCOC(=O)C1=C(C)NC(=O)NC1c1cccc(OC)c1OC (centres undefined)	0	0.0	4	-13	0	-11	-16	1	-1.6	21	9
COc1ccc(CCn2c(=N)c(C(=O)NC3CCCC3)cc3c(=O)n4cccc(C)c4nc32)cc1	2	0.0	12	11	-3	-8	-3	-19	-0.2	99*	-10
CCN(Cc1ccccc1)C(=O)C1CCN(CC2CC=CCC2)CC1 (centres undefined)	-2	0.0	1	-6	-20	0	14	2	0.4	6	13
C(=N\n1cnnc1)/c1nc2ccccc2[nH]1	1	-0.1	24	12	-22	2	-3	-6	-1.0	19	-8
CCC(=O)N1CCc2cc(Br)c(S(=O)(=O)CCC(=O)NCCOC)cc21	/	0.3	-8	23	-15	-3	-6	30	2.2	3	16
CCCOC1CCCN(Cc2nc(-c3cnccn3)no2)C1 (centres undefined)	3	-0.1	-5	-17	-15	3	-6	5	-0.7	7	18
CCOc1ccc(OCC)c(NC(=O)C2CCCN(S(=O)(=O)c3c(C)n[nH]c3C)C2)c1 (centres undefined)	0	-0.1	3	3	0	2	-2	-5	-2.1	11	12
CCOC(=O)/C(C)=N/NC(=O)c1cccc([N+](=O)[O-])c1	1	-0.2	1	-3	0	-21	2	-1	0.9	12	24
CCN(CC)S(=O)(=O)c1ccc(NC(=O)COC(=O)c2ccc(NC(=O)CC#N)cc2)cc1	0	-0.1	17	-1	1	1	-5	-13	0.3	3	8
CN1CCC=C(C(=O)N2c3ccccc3Sc3ccc(Cl)cc32)C1	-1	0.1	3	1	-46	28	-9	25	0.1	11	25
O=C1CN(C(=O)CSc2nnc3ccccn23)c2ccccc2N1	2	-0.2	3	16	-6	-14	-16	6	0.3	18	21
COc1ccc(-c2nnc3ccc(SCC(=O)Nc4nc5ccc(C)cc5s4)nn23)cc1OC	0	-0.1	-1	-17	2	98*	-2	0	0.3	-1	8
CCCC(=O)N=c1sc2cccc(F)c2n1C	-2	0.0	/	-36	-41	-9	-3	-14	-1.2	-97	-134
COc1cc(OC)c(C(=O)CCC(=O)O)cc1OC	6	-0.1	-2	7	-3	-3	5	-21	5.0	4	24
Cn1c(SCC(=O)NNC(=O)c2ccccc2O)nnc1-c1ccccc1	3	0.2	14	-23	-17	9	-14	4	-0.7	-1	17
COc1cc(-c2cc(C(F)(F)F)n3ncc(C(=O)O)c3n2)cc(OC)c1OC	0	-0.3	10	4	9	-27	-7	13	0.7	5	8
COCCNC(=S)N(CCc1c(C)[nH]c2ccc(Cl)cc12)Cc1cccs1	-1	0.4	8	2	-8	24	-28	17	-0.5	31	-10
O=C(CSc1nnc(NC(=O)c2cccc(F)c2)s1)NC1CC1	3	-0.1	-10	-6	-22	-5	1	-4	-0.1	-41	-46
CC(C)C[C@H](N)c1nnc(S(=O)(=O)Cc2cccc(F)c2)o1	0	-0.1	9	44	-18	8	1	28	-2.5	67*	19
CCN(CC)c1ccc(S(=O)(=O)N2CCOCC2)cc1NC(=O)CNCc1cccc(Cl)c1	/	0.8	1	16	-10	1	12	-10	0.3	29	31

14 structures already listed, ordered by count of non-hydrogen atoms, falling:
SMILES	NR2E3 ag-1	aDG glyco act	TRPM1 prom inh	Shn3 inh set2	NR2E3 ag-2	TWEAK-Fn14 inh	KKLEB cytotox	CF NFkB inh	iPSC survival up	Peg3 prom inh	HIF-2a block
COc1cc(/C=C2/C(=N)N3N=C(CC(=O)N4CCOCC4)SC3=NC2=O)ccc1OC(C)c1ccccc1 (centres undefined)	0	-0.1	-12	8	-58	-19	-5	5	-0.2	-20	3
Cc1ccc(OC(=O)N(C)C[C@@H]2OCc3cn(nn3)CCCC(=O)N([C@H](C)CO)C[C@H]2C)cc1	/	-0.1	/	-25	-18	-16	-6	-4	-1.3	0	-3
COc1ccc(OC)c(N(CC(=O)NCCSC2CCCCC2)S(=O)(=O)c2ccccc2)c1	2	0.1	8	-4	-23	14	-23	16	0.7	4	12
CCOc1ccc(OCC)c(NC(=O)C2CCCN(S(=O)(=O)c3c(C)n[nH]c3C)C2)c1 (centres undefined)	0	-0.1	3	3	0	2	-2	-5	-2.1	11	12
COc1ccc(OC)c(C2C3=C(CCCC3=O)Nc3c2c(=O)n(C)c(=O)n3C)c1 (centres undefined)	2	-0.2	8	-1	2	1	-7	2	-2.8	6	1
COc1cc(-c2cc(C(F)(F)F)n3ncc(C(=O)O)c3n2)cc(OC)c1OC	0	-0.3	10	4	9	-27	-7	13	0.7	5	8
Cc1nc2sccn2c(=O)c1S(=O)(=O)N1CCN(c2cccc(Cl)c2)CC1	3	0.9	/	3	-15	-34	7	-8	0.5	12	12
CCSCCOC(=O)C1=C(C)NC(=O)NC1c1cccc(OC)c1OC (centres undefined)	0	0.0	4	-13	0	-11	-16	1	-1.6	21	9
CCN(Cc1ccccc1)C(=O)C1CCN(CC2CC=CCC2)CC1 (centres undefined)	-2	0.0	1	-6	-20	0	14	2	0.4	6	13
O=C(N1CCCCC1)N1CCN(S(=O)(=O)c2ccccc2)CC1	0	0.1	1	2	-5	-11	-14	17	-0.5	-21	-3
CC(C)C[C@H](N)c1nnc(S(=O)(=O)Cc2cccc(F)c2)o1	0	-0.1	9	44	-18	8	1	28	-2.5	67*	19
O=C1NC2(Nc3ccccc31)C(=O)Nc1ccc(Br)cc12 (centres undefined)	7	0.2	3	3	-7	-20	-2	-35	-2.0	2	-9
COc1cc(OC)c(C(=O)CCC(=O)O)cc1OC	6	-0.1	-2	7	-3	-3	5	-21	5.0	4	24
CCCC(=O)N=c1sc2cccc(F)c2n1C	-2	0.0	/	-36	-41	-9	-3	-14	-1.2	-97	-134

Next section:
SMILES	NR2E3 ag-1	aDG glyco act	TRPM1 prom inh	Shn3 inh set2	NR2E3 ag-2	TWEAK-Fn14 inh	KKLEB cytotox	CF NFkB inh	iPSC survival up	Peg3 prom inh	HIF-2a block
Cc1nnc(SCC(=O)NC2CC2)s1	2	0.0	0	1	-15	10	-8	13	-0.6	7	6
Cc1nn(Cc2ccccc2)c(Cl)c1/C=C/C(=O)OCC(=O)NC(C)C(C)C (centres undefined)	-1	-0.1	-14	-4	-42	8	18	-4	1.6	21	22
CCCCOc1ccc(C(=O)Nn2cnnc2)cc1	3	-0.4	4	-18	22	-4	5	14	-1.3	-8	-1
CCN(CC)C(=O)C1CCCN(c2ccc([N+](=O)[O-])cc2/C=N/NC(=O)c2ccc([N+](=O)[O-])cc2)C1 (centres undefined)	2	0.0	-2	-14	-24	5	-11	1	-1.3	16	23
O=C(NN=C1CCCCC1)c1ccccc1OCc1ccc(F)cc1	0	-0.3	7	-9	-26	-7	-1	2	1.8	-25	16
Cc1ccc2nc(-c3ccc(SCC(=O)Nc4cc(C)on4)nc3)[nH]c2c1	3	-0.1	-76	-77	-8	20	2	0	-2.8	-245	-235
CCOc1ccc2[nH]c(=O)c(CN(Cc3ccco3)C(=O)c3ccc(Br)cc3)cc2c1	/	0.6	9	6	-47	14	-6	16	-0.5	24	16
COC(=O)c1ccc(C(=O)OC)c(NC(=O)CSc2cccc[n+]2[O-])c1	0	0.0	-4	-6	11	-1	4	6	22*	3	11
Cc1cccc(NS(=O)(=O)c2cccc(C(=O)NCc3ccccc3CN3CCOCC3)c2)c1	0	0.3	-3	35	4	10	-2	15	0.9	15	8
CCc1nc2ccc(C(=O)Nc3nnc(C)s3)cc2nc1CC	1	0.6	-23	-16	-19	-2	4	3	1.7	-47	-37
CSc1nc(N(C)CCO)c2sc3nc(-c4ccco4)c4c(c3c2n1)CCC4	1	0.0	-5	3	-23	23	-3	-8	7.6	-7	7
